# Source: PubChem BioAssay (several laboratories)
# iPSC survival up: hiPSC single-cell survival enhancement; ATPlite luminescence; 100% = ROCK inhibitor wells, 0% = DMSO; survival enhancement, % at 20 µM; actives 0.044% (n = 360,000); in the data active = survival enhancement above about 18%;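 note: cells exposed to compounds for 16 hours before the ATP read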
# aDG glyco up: alpha-DG glycosylation activation; Pro5-aDG cells, alpha-DG glycosylation AlphaScreen (IIH6); 0% Pro5, 100% B10-LARGE cell signal; activation, % at 10 µM; actives 0.22% (n = 360,000); AID 624168;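 active = activation of at least 8% versus controls, or a plate z-score of at least 8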;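 note: Pro5 are CHO cells carrying HIG-tagged alpha-DG that lacks glycosylation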
# HTR2A ag: mouse HTR2A agonism via beta-arrestin recruitment | activation, % at 7.6 µM | actives 0.66% (n = 360,000) | AID 624169 | P35363 | CHO-K1 mHTR2A beta-arrestin complementation, luminescence; percent of 30 µM serotonin response;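 active = activation above a run cutoff, the mean activation of all tested compounds plus 3 SD, cut at about 14% in these data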;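 note: 0% = plate median of compound wells and 100% = 30 µM serotonin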
# Target sequence (P35363 whole entry, looked up): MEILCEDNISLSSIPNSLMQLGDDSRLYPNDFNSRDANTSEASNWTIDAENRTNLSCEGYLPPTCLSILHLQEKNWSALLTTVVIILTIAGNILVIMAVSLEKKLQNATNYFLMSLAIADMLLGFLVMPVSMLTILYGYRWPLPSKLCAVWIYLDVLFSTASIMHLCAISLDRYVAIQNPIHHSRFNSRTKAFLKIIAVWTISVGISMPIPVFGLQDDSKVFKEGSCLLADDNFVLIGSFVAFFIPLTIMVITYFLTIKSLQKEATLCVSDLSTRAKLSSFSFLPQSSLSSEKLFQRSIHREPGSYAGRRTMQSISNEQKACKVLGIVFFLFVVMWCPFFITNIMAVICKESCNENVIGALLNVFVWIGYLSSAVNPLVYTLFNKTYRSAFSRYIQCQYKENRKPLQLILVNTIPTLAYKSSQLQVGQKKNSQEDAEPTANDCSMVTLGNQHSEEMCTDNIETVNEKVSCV
# MC4R barr agon: human MC4R agonism via beta-arrestin | activation, % at 8.9 µM | P32245 | U2OS MC4R beta-arrestin complementation, luminescence; percent of melanotan II response, DMSO zero | actives 0.98% (n = 360,000);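 active = activation above a per-plate cutoff, the mean activation of sample wells on that plate plus 3 SD, cut at about 8% in these data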
# Target sequence (P32245 whole entry, looked up): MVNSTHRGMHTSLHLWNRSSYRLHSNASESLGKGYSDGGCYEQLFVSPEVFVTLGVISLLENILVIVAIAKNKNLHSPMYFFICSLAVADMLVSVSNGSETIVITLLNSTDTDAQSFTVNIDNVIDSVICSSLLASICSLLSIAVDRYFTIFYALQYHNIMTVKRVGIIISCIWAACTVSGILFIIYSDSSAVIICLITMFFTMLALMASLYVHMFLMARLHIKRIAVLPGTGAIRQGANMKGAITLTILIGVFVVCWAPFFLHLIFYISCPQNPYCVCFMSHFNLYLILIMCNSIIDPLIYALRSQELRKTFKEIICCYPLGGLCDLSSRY
# MC4R antagonist: blocks human MC4R cAMP signaling | MC4R-expressing cells, MTII-stimulated cAMP, LANCE TR-FRET | actives 0.48% (n = 360,000) | inhibition, % at 6.5 µM | AID 540295;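 active = inhibition above its plate's cutoff, the mean of tested wells on that plate plus 3 SD, cut at about 29% in these data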;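 note: 0% = Melanotan II alone and 100% = Melanotan II plus saturating MCL0020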
#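 system = U2OS cells with stable human MC4R expression | also added = Melanotan II challenge after compound preincubation | dosing = one concentration, 6.5 µM nominal | incubation = compound 30 min, challenge 1 h, detection 1 h | measured by = TR-FRET with Eu-cAMP and labeled anti-cAMP, 671 nm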
# Granule exo inh: blocks lytic granule exocytosis. TALL-104 LAMP-1 surface exposure, flow cytometry; cells stimulated with thapsigargin and PMA. inhibition, % at 10 µM. actives 0.66% (n = 360,000). AID 651702;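 active = inhibition above about 55%, limit read from the data; inconclusive = no clear call, values can overlap the other calls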
# Glyco luc inh: N-linked glycosylation inhibition; D54 ERlucT glycosylation luciferase reporter, 24 h; percent of 100 nM tunicamycin response; reporter increase, % at 12.5 µM; actives 0.23% (n = 360,000); AID 588692;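 active = mean luciferase reporter signal, scaled so untreated is 0 and the glycosylation-blocking control 100, at or above a set limit in every replicate; inconclusive = mean reaches the limit but not every replicate does; inactive = mean below the limit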;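 note: luciferase carries N-glycosylation sites so blocking glycosylation raises the light; 0% = median of neutral control wells and 100% = median of 100 nM tunicamycin wells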
# H9c2 protect: modulators protecting cardiomyocytes from myocardial damage. H9c2 cardiomyocytes, H2O2 injury protection, ATPLite, 2 h. protection from H2O2 cell death, % at 20 µM. actives 0.63% (n = 360,000). AID 588492;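 active = compounds giving at least 50% protection of heart cells from peroxide-induced death in the single-dose screen, raw or plate-pattern-corrected value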;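 note: 0% = DMSO wells with peroxide and 100% = DMSO wells without peroxide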
# ABCB6 inh 2: inhibitors of human ABC transporter ABCB6; K562-ABCB6 porphyrin accumulation, flow cytometry, 1 h; active compounds read low; fluorescence ratio to DMSO, % at 10 µM; AID 602162; Q9NP58; actives 0.19% (n = 360,000);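 active = fluorescence ratio to DMSO below 75%, the collection mean minus 3 SD; inconclusive = too few cells collected in the well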;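 note: signal is porphyrin accumulated inside mitochondria; 100% equals median channel fluorescence of DMSO control wells; lower ratio means ABCB6 inhibition with less porphyrin fluorescence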
# ABHD5 PLIN5 PPI: inhibitors of human ABHD5-perilipin-5 interaction; actives 0.78% (n = 360,000); Split G. princeps luciferase complementation, luminescence, 4 h; inhibition, % at 4 µM;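 active = inhibition above the mean inhibition across every tested compound plus 3 SD, cut at about 22% in these data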;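 note: 0% = DMSO only wells and the 100% control is not disclosed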
# Numbers without * were called inactive; ? = inconclusive; / = no result given.
# Results follow in this order: iPSC survival up	aDG glyco up	HTR2A ag	MC4R barr agon	MC4R antagonist	Granule exo inh	Glyco luc inh	H9c2 protect	ABCB6 inh 2	ABHD5 PLIN5 PPI
CCC1(c2ccccc2)NC(=O)N(CC(=O)NCc2ccc(F)cc2)C1=O (stereo not drawn)
→ 0.4	0.7	2.7	-0.2	8.7	-7.0	-0.5	-6.3	98.0	2.0
CCCCN(C)Cc1cc(=O)oc2cc3c(cc12)CCCC3
→ -0.4	-0.1	0.2	1.7	2.5	39.4	-2.6	5.3	102.0	3.5
CCSc1oc(-c2ccco2)nc1S(=O)(=O)c1ccccc1
→ -0.7	0.3	-2.4	2.6	10.5	-3.6	-3.1	8.5	101.0	6.8
CCC(=O)Nc1cccc(C(=O)c2ccc(C)c(C)c2)c1
→ 0.3	0.3	-3.2	0.6	4.2	-1.7	-1.5	3.3	102.0	-6.2
Cc1ccnc(NCc2cccc3ccccc23)c1
→ 0.0	0.0	14.3	-0.5	-3.9	-1.8	-1.6	-3.4	89.0	3.5
COC(=O)[C@]1(Cc2ccccc2)N[C@H](c2ccc(-c3ccccc3)cc2)[C@@H]2C(=O)N(C)C(=O)[C@@H]21
→ -2.0	0.3	1.0	-0.5	-5.2	0.3	-4.3	21.2	91.0	0.6
Fc1ccc(-c2nc(-c3cccs3)no2)cc1
→ -0.1	0.1	1.6	0.9	15.8	-6.9	-6.4	-14.4	97.0	1.0
COCCSc1ncnc2c1oc1nc3c(cc12)COC(C)(C)C3
→ 1.7	-0.1	1.9	-0.9	12.6	2.5	1.3	2.3	93.0	1.5
CCOc1ccc(S(=O)(=O)N2CCC(C(=O)NCc3cccnc3)CC2)cc1
→ -0.2	0.0	-5.1	-3.5	2.8	-1.6	/	-0.6	95.0	-10.6
CCOC(=O)c1cnc2ccc(Cl)cc2c1N1CCN(C)CC1
→ -0.8	0.1	-4.4	-1.1	8.7	-0.4	1.2	6.6	103.0	-10.5
CCOC(=O)c1c(C)[nH]c(C(=O)OCC(=O)NCc2ccc(F)cc2)c1C
→ 0.2	0.5	-4.8	6.8	-5.9	3.3	-8.0	-4.4	97.0	-14.3
CC(C)CC(=O)c1c[nH]c(C(=O)NCC2CCCO2)c1 (stereo not drawn)
→ 1.4	0.9	5.2	0.8	-1.0	-1.6	-2.1	12.4	97.0	-6.1
O=C(N/N=C/c1cc([N+](=O)[O-])ccc1O)C12CC3CC(CC(C3)C1)C2
→ -0.4	-0.2	-1.2	-3.1	5.2	9.7	6.3	22.9	95.0	-4.1
Cc1ccc(S(=O)(=O)N2CCN(S(=O)(=O)c3ccccc3Br)C2=O)cc1
→ 1.0	-0.2	4.9	0.0	15.8	-3.1	-3.3	2.0	95.0	0.8
O=C(COc1ccccc1/C=C1/NC(=O)NC1=O)Nc1ccccc1
→ 1.8	0.1	1.4	-0.9	-4.1	0.6	1.9	0.9	103.0	-0.5

# 2 consecutive records out of the list so far, for reference:
# Results follow in this order: iPSC survival up	aDG glyco up	HTR2A ag	MC4R barr agon	MC4R antagonist	Granule exo inh	Glyco luc inh	H9c2 protect	ABCB6 inh 2	ABHD5 PLIN5 PPI
Cc1ccc(S(=O)(=O)N2CCN(S(=O)(=O)c3ccccc3Br)C2=O)cc1
→ 1.0	-0.2	4.9	0.0	15.8	-3.1	-3.3	2.0	95.0	0.8
O=C(COc1ccccc1/C=C1/NC(=O)NC1=O)Nc1ccccc1
→ 1.8	0.1	1.4	-0.9	-4.1	0.6	1.9	0.9	103.0	-0.5

# (next part)
# Results follow in this order: iPSC survival up	aDG glyco up	HTR2A ag	MC4R barr agon	MC4R antagonist	Granule exo inh	Glyco luc inh	H9c2 protect	ABCB6 inh 2	ABHD5 PLIN5 PPI
CCCCC(C)Sc1nc2c([nH]1)c(=S)n(C)c(=O)n2C (stereo not drawn)
→ 1.8	0.1	-2.9	-0.1	1.1	-3.0	1.0	-0.1	95.0	1.9
CCN(Cc1nc(-c2cccc(C)c2)no1)C(=O)c1ccco1
→ -0.4	-0.1	6.1	0.9	1.6	-0.3	-0.8	-2.3	98.0	1.2
CN(Cc1ccccc1)C(=O)COC(=O)c1cc(-c2ccc(Cl)s2)nc2ccccc12
→ 0.7	0.0	1.4	-1.9	1.0	0.0	1.1	-3.1	94.0	1.6
O=C(Nc1ccc(Cl)cc1)Nc1ccc(N2CCCC2)c(S(=O)(=O)Nc2ccccc2Cl)c1
→ -0.5	0.6	-2.7	-0.1	8.9	8.0	-10.7	-15.8	94.0	-10.1
COc1ccc(C(=O)NCC(c2ccco2)N2CCc3ccccc32)cc1OC (stereo not drawn)
→ -0.4	-0.1	-4.9	2.0	4.4	-6.2	2.4	-0.8	93.0	-14.2
CCCS(=O)(=O)NC(=O)C1(C)CCCN(C(=O)c2ccc3ccccc3c2)C1 (stereo not drawn)
→ 2.1	-0.1	2.9	-1.5	3.4	-7.9	2.1	-3.1	96.0	4.0
CN(NC1OC(=O)c2ccccc21)c1ncc(C(F)(F)F)cc1Cl (stereo not drawn)
→ -0.6	0.0	7.2	-0.6	-1.0	4.1	1.5	-3.3	97.0	-1.4
COc1ccc(N2CCN(CC(O)COc3ccc(C)cc3C)CC2)cc1 (stereo not drawn)
→ 0.4	0.0	-3.0	0.9	1.4	-7.8	2.8	-1.8	113.0	-1.8
CC1CC(C(F)(F)C(F)(F)F)n2nc(C(=O)O)cc2N1 (stereo not drawn)
→ 8.7	-0.3	-1.5	-0.6	4.0	2.4	3.1	2.8	119.0	-0.5
CC(O)(C#CCN1CCCCC1)c1ccccc1 (stereo not drawn)
→ 0.1	0.0	-1.0	0.1	-5.9	-3.6	0.1	2.2	98.0	-4.6
CC(C)CCNC(=O)NC(=O)COC(=O)/C=C/c1cnc2ccccc2n1
→ 5.4	0.0	5.2	0.8	14.2	0.2	-5.8	-8.3	103.0	-4.1
Clc1ccc(-c2nnc(SCc3nc4ccccc4[nH]3)o2)c(Cl)c1
→ 3.6	0.8	1.9	-0.3	0.5	-3.2	-3.4	-16.9	99.0	-1.6
COc1ccc(C(=O)N2CCOC2CNC(=O)C(=O)NCCc2ccc(OC)c(OC)c2)cc1 (stereo not drawn)
→ -0.2	0.2	1.1	-2.4	2.5	-2.4	1.9	2.3	92.0	-1.6
O=C1CCCc2cc(S(=O)(=O)N3CCC(C(=O)NCc4ccccc4)CC3)ccc2N1
→ -0.6	0.0	-2.7	2.5	0.6	-1.5	0.1	-4.3	101.0	-6.0
O=C(NCc1ccccc1)c1ccc(CN(c2ccccn2)S(=O)(=O)c2ccccc2)cc1
→ 4.1	0.2	-1.4	-1.8	-0.8	0.4	-1.7	4.6	96.0	3.8
CCOC(=O)c1c(C)[nH]c(=S)c(C#N)c1-c1ccc(OC)cc1
→ -2.0	0.1	-4.0	-3.8	2.1	-2.2	0.5	7.8	99.0	-9.9
CCc1nccn1CCC(=O)N1CCCC(N2CCN(c3cccc(Cl)c3)CC2)C1 (stereo not drawn)
→ 1.0	0.3	-7.8	-2.2	-6.8	-0.4	0.2	-4.6	93.0	2.7
Cc1ccc(NC(=O)CC2C(=O)NCCN2C(=S)Nc2ccccc2)c(C)c1 (stereo not drawn)
→ 1.0	0.0	1.8	1.7	20.4	-0.1	1.1	-5.5	97.0	-0.6
N=c1c2c3c(sc2nc2n1CCCCC2)CCCC3
→ -1.0	0.3	-1.2	-0.6	6.4	-3.7	1.5	-3.9	96.0	-2.3
CCn1c(C)nc2cc(C(=O)NNC(=S)Nc3ccc(C)cc3)ccc21
→ -0.3	-0.1	-3.4	-2.3	3.7	0.0	-0.7	-7.0	94.0	-6.2
CC1CCCCC12NC(=O)N(CC(=O)c1ccc3c(c1)OCO3)C2=O (stereo not drawn)
→ -0.3	0.0	10.1	0.2	-0.8	2.3	4.1	4.3	?	-0.4
O=C(COC(=O)COc1ccc(Cl)cc1Cl)Nc1cccnc1Cl
→ 0.7	-0.1	3.9	0.3	-3.4	-0.2	1.3	7.3	96.0	9.3
COc1ccc(C2c3[nH]c4ccccc4c3CCN2CCCn2cccn2)cc1C (stereo not drawn)
→ 4.5	0.0	-1.3	-1.6	9.1	0.5	-1.3	0.9	93.0	1.4
CCC1(COC(=O)Nc2cccc(Cl)c2)COC1
→ -1.9	-0.2	0.9	-0.1	2.0	-4.3	-0.2	-1.5	87.0	-0.7
CCn1cnc2c(NCCc3cccnc3)nc(C#N)nc21
→ -1.4	0.1	2.0	-0.8	-0.6	16.4	-1.4	9.7	95.0	3.1
COc1ccc(NC(=O)c2cc([N+](=O)[O-])ccc2N2CCCC2)cc1S(N)(=O)=O
→ 0.5	-0.5	-4.2	-2.3	5.3	16.0	-0.7	2.9	97.0	1.2
Cc1ccc(F)c(S(=O)(=O)NC(=O)C2(C)CCN2C(=O)c2ccccc2)c1 (stereo not drawn)
→ 5.8	0.0	7.3	1.0	1.6	11.0	0.4	-4.4	96.0	-4.5
COc1ccc(CCN2CC(C(=O)N(C)CC(=O)Nc3ccc(F)c(F)c3F)CC2=O)cc1OC (stereo not drawn)
→ -2.2	-0.2	-0.9	-2.8	4.4	-0.9	1.0	-2.2	98.0	-2.8
Oc1c(C(c2ccccc2)N2CCCCC2)ccc2ccccc12 (stereo not drawn)
→ -2.4	0.3	6.5	-2.1	0.1	16.6	-1.4	-7.1	108.0	37.6*
COc1cc(Cl)c(S(=O)(=O)N2CCCC2)cc1Cl
→ -0.3	0.0	-0.7	-1.1	6.2	-1.8	-1.5	-3.1	96.0	-0.6
COc1ccc(C2C(C(=O)c3cccs3)=C(O)C(=O)N2c2cccc(C)n2)cc1 (stereo not drawn)
→ 0.7	-0.1	2.4	-1.3	17.3	-4.3	-1.5	1.2	99.0	-1.6
Cc1nn(Cc2n[nH]c(=S)n2Cc2ccccc2)c(C)c1Cl
→ 0.7	-0.1	-4.7	-1.2	3.8	-0.5	-1.9	-1.2	87.0	-0.9
CN(CC(=O)Nc1ccc(C(N)=O)cc1)CC(=O)Nc1ccccc1Cl
→ -1.1	-0.5	0.9	4.1	-1.9	-2.0	-0.1	11.6	98.0	8.9

# Of the compounds above, these contain a cyano group.
# Results follow in this order: iPSC survival up	aDG glyco up	HTR2A ag	MC4R barr agon	MC4R antagonist	Granule exo inh	Glyco luc inh	H9c2 protect	ABCB6 inh 2	ABHD5 PLIN5 PPI
CCOC(=O)c1c(C)[nH]c(=S)c(C#N)c1-c1ccc(OC)cc1
→ -2.0	0.1	-4.0	-3.8	2.1	-2.2	0.5	7.8	99.0	-9.9
CCn1cnc2c(NCCc3cccnc3)nc(C#N)nc21
→ -1.4	0.1	2.0	-0.8	-0.6	16.4	-1.4	9.7	95.0	3.1

# 3 compounds from above, arranged by the value under Granule exo inh, descending:
SMILES,Granule exo inh
Oc1c(C(c2ccccc2)N2CCCCC2)ccc2ccccc12 (stereo not drawn),16.6
COc1ccc(NC(=O)c2cc([N+](=O)[O-])ccc2N2CCCC2)cc1S(N)(=O)=O,16.0
COc1ccc(C2C(C(=O)c3cccs3)=C(O)C(=O)N2c2cccc(C)n2)cc1 (stereo not drawn),-4.3
